# hIAP activ: increases human intestinal alkaline phosphatase activity. P09923. purified human IAP, CDP-Star luminescence, 30 min; stronger effect = higher value; 1 = vehicle-only enzyme, 0 = enzyme-free background. activation factor at 10 µM. 0.16% of 330,000 active;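 active = activation factor of the enzyme at least 2-fold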; also: the source names both 10 and 20 µM as test concentration; values of inactives mirror those of a sister screen read the other way
# Target sequence (P09923 whole entry, looked up): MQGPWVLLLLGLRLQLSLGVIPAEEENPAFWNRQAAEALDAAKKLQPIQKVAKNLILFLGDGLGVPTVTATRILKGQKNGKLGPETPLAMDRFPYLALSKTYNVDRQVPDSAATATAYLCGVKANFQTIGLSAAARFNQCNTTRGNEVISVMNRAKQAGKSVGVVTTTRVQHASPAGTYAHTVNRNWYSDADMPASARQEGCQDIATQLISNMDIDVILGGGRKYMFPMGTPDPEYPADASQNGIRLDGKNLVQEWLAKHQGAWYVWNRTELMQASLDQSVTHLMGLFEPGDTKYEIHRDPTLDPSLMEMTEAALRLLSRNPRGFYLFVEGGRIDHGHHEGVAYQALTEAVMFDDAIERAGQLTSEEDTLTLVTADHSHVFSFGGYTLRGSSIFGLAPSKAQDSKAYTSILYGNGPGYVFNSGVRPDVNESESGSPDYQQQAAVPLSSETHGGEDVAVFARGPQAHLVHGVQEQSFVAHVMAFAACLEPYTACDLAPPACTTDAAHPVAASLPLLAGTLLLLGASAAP
# ATG4B inh: blocks human ATG4B protease cleavage of LC3 substrate; Q9Y4P1; ATG4B cleavage of LC3-PLA2, NBD-HPC fluorescence, 1 h; inhibition, % at 8.33 µM; 0.51% of 340,000 active; in the data active = inhibition above about 40%
# hIAP inh: blocks human intestinal alkaline phosphatase; purified IAP, CDP-Star luminescence, 30 min; inhibition, % at 10 µM; AID 2544; P09923; 0.12% of 330,000 active;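 active = inhibition reaching a set limit with compound at 10 µM in the primary screen, cut at about 35% in these data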;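 also: plate controls were DMSO wells with enzyme for no effect and no-enzyme buffer wells for full effect; values of inactives mirror those of a sister screen read the other way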
# mIAP inh: blocks mouse intestinal alkaline phosphatase; purified mouse IAP, CDP-Star luminescence, 30 min; inhibition, % at 10 µM; 0.2% of 330,000 active; AID 2806;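 active = inhibition of at least 40% at 10 µM in the primary screen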;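 also: plate controls were DMSO with enzyme for no effect and no enzyme wells for full effect; values of inactives mirror those of a sister screen read the other way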
# APOBEC3G inh: APOBEC3G (human) deaminase inhibition | recombinant A3G, ssDNA deamination FAM/TAMRA fluorescence | inhibition, % at 20 µM | 0.28% of 330,000 active | AID 493012;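 active = inhibition of at least 40% at 20 µM, with no more than 30% in the related APOBEC3A deaminase screen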;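 also: plate controls were DMSO wells with A3G for no effect and wells lacking A3G enzyme for full effect; some compounds called inactive have numbers as strong as hits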
# MPTP block: blocks calcium-induced mitochondrial swelling; isolated mouse mitochondria, Ca2+ swelling absorbance, 30 min; inhibition, % at 10 µM; 1.4% of 360,000 active; AID 602449;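 active = inhibition of 50% or more, scaled per plate between neutral and stimulator controls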;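 also: 0% = DMSO wells given calcium and 100% = 1 mM EGTA wells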
# mIAP activ: increases mouse intestinal alkaline phosphatase activity | 0.24% of 330,000 active | activation factor at 10 µM | muIAP, CDP-Star luminescence, 30 min; stronger effect = higher value; 1 = vehicle-only enzyme signal, 0 = enzyme-free wells;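 active = activation factor of at least 2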; also: the source names both 10 and 20 µM as test concentration; values of inactives mirror those of a sister screen read the other way
#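 Assay system: mouse IAP enzyme / Compound: DMSO-dissolved test compounds / Timing: 30 min, room temperature / Measured by: luminescence from enzymatic CDP-Star hydrolysis / Control set: DMSO-only wells, enzyme-free buffer wells as negative control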
# A3A deaminase: inhibitors of human APOBEC3A DNA deaminase. inhibition, % at 20 µM. recombinant A3A, FAM/TAMRA ssDNA deamination fluorescence. P31941. 0.41% of 330,000 active;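 active = at least 40% inhibition at 20 µM here, with at most 30% in a related deaminase screen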;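 also: plate controls were A3A with DMSO for no effect and wells lacking A3A enzyme for full effect; some results filed as inactive read as strong as hits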
# Target sequence (P31941 whole entry, looked up): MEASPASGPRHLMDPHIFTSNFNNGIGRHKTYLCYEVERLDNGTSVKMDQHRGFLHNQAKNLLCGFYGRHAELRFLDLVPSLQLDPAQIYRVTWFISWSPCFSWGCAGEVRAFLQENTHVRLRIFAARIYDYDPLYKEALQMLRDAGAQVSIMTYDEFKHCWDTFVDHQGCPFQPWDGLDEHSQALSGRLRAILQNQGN
# beta cell repl: MIN6 beta-cell proliferation induction; MIN6 cells proliferation, ATPlite luminescence, 48 h; cells starved in 0.2% serum; 100% = growth in 10% serum; proliferation, % at 10 µM; 0.29% of 330,000 active; AID 2380;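 active = compounds whose signal lies at least 3.5 SD above the mean of all wells on their plate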;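 also: 0% = DMSO-treated cells in low-serum medium and 100% = 10% serum control; some compounds called inactive have numbers as strong as hits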
# * = called active by the depositor; . = no result given; & = joins results of further samples.
SMILES,hIAP activ,ATG4B inh,hIAP inh,mIAP inh,APOBEC3G inh,MPTP block,mIAP activ,A3A deaminase,beta cell repl
CC(C)C(=O)OCc1cn(-c2ccc(Cl)c(Cl)c2)nn1,1,-2,-4,8,-4,-0.8,0.92,1,4
COc1cc(C(CC(=O)N2CCCC2)c2c(OC)cc(OC)c3ccc(=O)oc23)cc(OC)c1OC (stereo not drawn),0.74,-1,26,-4,0,-1.8,1,25,-4
CCOc1ccc2cc(C3CC(c4ccco4)=NN3S(=O)(=O)c3ccccc3)c(Cl)nc2c1 (stereo not drawn),0.8,-8,20,2,-2,1.3,0.98,2,-4
CC(C)(C)NC(=O)C1Cc2ccccc2CN1C(=O)Nc1ccccc1Cl (stereo not drawn),0.88,-4,12,0,-4,-4.8,1,2,-3
Cc1nn(-c2ccccc2)c(C)c1/C=N/NC(=O)CSc1nnc(-c2ccccc2)n1-c1ccc(Cl)cc1,0.91,0,9,2,-4,5.5,0.98,-2,-6
O=C(Nc1nnc(S(=O)(=O)N2CCCCC2)s1)c1ccc(Cl)cc1,1.2,-9,-24,17,-4,27,0.83,-4,-6
Cc1cc(C)c(OCC(=O)NCC2CCCO2)c(C)c1 (stereo not drawn),1.1,-2,-8,-23,24,8.1,1.2,-5,1
CCn1c(SCCOc2ccc(Cl)cc2)nnc1-c1cccs1,1,4,-1,-8,-6,5.7,1.1,-2,-2
COc1ccc(C2C(C(=O)N3CCN(c4ccccn4)CC3)CCC(=O)N2c2ccc(OC)cc2)cc1 (stereo not drawn),1,-36,-2,2,-6,-0.4,0.98,3,0
O=C(c1ccc(Br)cc1)N(C1=NCCCCS1)c1ccccc1,0.92,-20,8,13,-6,-2.1,0.87,-2,-3
CCN(CC(=O)NCc1ccc(Cl)cc1)C(=O)CSc1ccc(F)cc1,0.94,2,6,-10,2,-1.3,1.1,10,3
CCCCNC(=O)c1ccccc1NC(=O)c1ccccc1N(C)S(C)(=O)=O,1,-7,-3,-4,-3,-0.1,1,-2,1
O=C(NCc1ccc2c(c1)OCO2)c1ccc(Br)s1,0.98,-1,2,-1,-5,0.9,1,-1,-3
Nc1nonc1-n1nnc(C(=O)N/N=C/c2ccco2)c1CSc1ccccc1,1,4,-5,13,-7,-1.1,0.87,-6,-2
N#CCCN1CCN(S(=O)(=O)c2ccc3c(c2)CCC3)CC1,0.97,-2,3,-2,-11,-2.1,1,0,2
COc1ccc(-c2cc(C(=O)NCc3cccnc3)no2)cc1OC,1.1,-1,-6,4,-1,-1.7,0.96,0,0
CC(C)C(=O)Nc1ccc([N+](=O)[O-])c(C(F)(F)F)c1,1,-2,0,4,-2,0.8,0.96,2,-3
Cc1cccc(C(=O)N2CCN(S(=O)(=O)N3CCCCC3)CC2)c1,1.1,0,-13,0,-4,-0.3,0.99,-2,3
COc1ccccc1-c1nnc(SCC(=O)c2c(N)n(C3CC3)c(=O)[nH]c2=O)o1,1,-5,-3,1,-9,-1.9,0.99,5,0
CC(=O)Nc1ccc(Cc2nc3c([nH]2)c(=O)n(C)c(=O)n3C)cc1,1,.,-1,-4,-6,.,1,-3,-3
CCC1CCC(C(=O)NC(C(=O)NCCCN2CCCCC2C)C(C)C)CC1 (stereo not drawn),1.2,-5,-19,-6,-2,1.7,1.1,2,-2
CC(=O)C1=C(c2ccccc2)OC(N)=C(C#N)C1c1ccc(O)cc1 (stereo not drawn),1,-6,-3,9,-13,1.7,0.91,3,-1
COc1ccc(C2c3ccc(O)cc3Oc3ncn4nc(-c5ccccn5)nc4c32)cc1 (stereo not drawn),1.1,2,-7,3,-5,4.4,0.97,-7,0
O=C(CCc1ccc(O)cc1)c1c(O)cc(O)cc1O,1,1,-1,35,-6,2.5,0.65,-2,-4
Cc1cccc(N2CCN(C(c3cccs3)c3nnnn3C(C)(C)C)CC2)c1C (stereo not drawn),0.97,3,3,-3,-9,2.4,1,-5,-4
CCC(C)NC(=O)COc1ccc(S(=O)(=O)N2CCOCC2)cc1 (stereo not drawn),0.9,-8,10,8,-5,-0.9,0.92,-2,-2
O=C(/C=C/c1ccccc1)N/C(=C/c1ccccc1)C(=O)Nc1cccc(C(=O)O)c1,0.95,-4,5,-7,6,-1.4,1.1,6,4
O=C1CCN(c2ccc([N+](=O)[O-])cc2F)CC1,0.92,-2,8,-6,-4,0.6,1.1,-5,0
c1ccc(CNc2c3ccccc3nc3ccccc23)cc1,0.84,-4,16,-11,5,1.3,1.1,15,-6
CC(C)C[C@H](NC(=O)Nc1ccc(Oc2ccccc2)cc1)C(=O)O,0.88,-5,12,2,-8,9.8,0.98,-2,0
O=C1NCC(COCC2CC=CCC2)O1 (stereo not drawn),0.92,0,8,4,1,-0.9,0.96,2,-3
On1c(-c2ccccc2Cl)nc2ncccc21,0.99,-8,1,-6,-2,0.2,1.1,0,-5
CC1Cc2ccccc2N1C(=O)CCS(=O)(=O)c1cccs1 (stereo not drawn),1,-4,-3,4,-4,-0.6,0.95,0,-2
CCCCNC(=O)c1ccc(N2CCC3(CC2)OCCO3)c([N+](=O)[O-])c1,0.92,1,8,-7,-5,-0.5,1.1,-5,-2
C=CCOc1cccc(C2C(C(=O)c3ccc(C)o3)=C(O)C(=O)N2CCCn2ccnc2)c1 (stereo not drawn),1.2,2,-16,2,-2,-1.0,0.97,-6,2
COc1cc(NC(=S)Nc2ccc(Br)cc2Cl)c(OC)cc1Cl,1.1,14,-7,9,-6,90*,0.91,1,0
CC(C)Cn1c(SCC(=O)N2CCOCC2)nc2ccccc2c1=O,1.3,0,-25,-1,-3,-0.3,1,-3,3
CC(C)(C)NC[C@H](O)COc1nsnc1N1CCOCC1,1.1,0&5&-3,-8,3,-6&-5,-2.0&0.1&3.6,1,-5&-3,-2
COC(=O)CCC(=O)OC1(C)C(=O)C=C2C=C(C3CC3)N(CCc3c[nH]c4ccccc34)C=C2C1=O (stereo not drawn),0.9,-10,10,2,-8,-0.6,0.98,-1,-4
COc1ccc(OC)c(C2C(C(=O)Nc3ccccc3OC)=C(C)Nc3nc(CCCO)nn32)c1 (stereo not drawn),0.92,-10,8,-1,-5,-3.3,1,-1,-4
COc1ccc(OC)c(NC(=O)CSc2nncc3ccccc23)c1,1.3,4,-28,5,-1,0.4,0.95,-1,-4
CCOc1ccc(NS(=O)(=O)c2ccc(NC(=O)[C@@H]3CCCC[C@@H]3C(=O)O)cc2)cc1,1,-1,-2,-8,-7,2.0,1.1,-3,0
O=c1[nH]n(CC2COC3(CCCCC3)O2)c(=O)c2ccccc12 (stereo not drawn),1,1,-3,5,-1,-1.2,0.95,0,-1
COc1ccc(C2C3=C(N=C4SCC(=O)N42)c2ccccc2CC3)cc1OC (stereo not drawn),1,-4,-2,13,-2,0.3,0.87,2,-3
O=C(O)C1CCCN(S(=O)(=O)c2ccc(Cl)s2)C1 (stereo not drawn),0.91,-10,9,4,-3,0.2,0.95,-2,-1
Cc1ccc(NC(=O)CN(C)C(=O)C2CC(=O)N(Cc3ccccc3)C2)cc1 (stereo not drawn),0.85,1,15,8,-7,1.2,0.93,-4,-3
O=C1c2cccnc2C(Nc2ccccc2Br)N1Cc1ccco1 (stereo not drawn),0.99,-4,1,2,-6,0.3,0.98,1,-1
CCSC1=NC2(CCCCC2)Nc2sc3c(c21)CCCC3,1,-14,-1,16,59*,13,0.84,1,-5
COc1ccc(C(CNC(=O)c2cccc(S(=O)(=O)Nc3ccc(C)cc3)c2)N2CCOCC2)cc1 (stereo not drawn),0.81,-8,19,-2,-4,-0.9,1,-3,-1
Cc1ccc2c(CSc3nnnn3C)cc(=O)oc2c1,0.84,-1,16,4,-6,-0.4,0.96,2,1
COc1ccc(OC)c(NC(=O)COc2ccc3c(c2)CCC3)c1,0.91,2,9,-9,-2,0.7,1.1,3,-6
O=C(CSc1nc2ccccc2o1)Nc1nccs1,0.9,5,10,-1,-6,-0.1,1,-3,-5
O=C(NNC(=O)c1nc2ccccc2[nH]1)OCc1ccccc1,2.6*,1,-161,12,0,0.0,0.88,-1,-3
COC(=O)C1C(=O)N2CCCSC2=C(C#N)C1c1cccs1 (stereo not drawn),0.8,5,20,3,-6,-1.3,0.97,-2,-3
COc1ccc(/C(C)=N/OC/C(O)=C(\C#N)c2nc3ccccc3[nH]2)cc1OC,0.97,0,3,3,7,0.0,0.97,3,-3
O=C(Nc1ccccc1)c1cccc(NC(=O)c2ccco2)c1,1.1,-10,-6,-3,3,1.3,1,-1,2
O=C(CCOc1ccccc1)N1CCN(S(=O)(=O)c2ccccc2F)CC1,0.94,-10,6,8,0,0.6,0.92,0,1
CC1Oc2cc3oc4c(O)c5c(cc4c(=O)c3c(O)c2C1(C)C)C=CC(C)(C)O5 (stereo not drawn),1,-6,0,16,-4,.,0.84,8,-6
COC(=O)CSc1nnc(-c2ccccc2OC)n1-c1ccc(C)cc1,1,-7,-2,-2,-10,1.1,1,-6,-3
CCCN1C(=O)COc2ccc(-c3n[nH]c(=O)c4ccccc34)cc21,1.1,-5,-11,3,-10,-1.0,0.97,-2,0

# Part of the list above, limited to mIAP inh:
compound,mIAP inh
COC(=O)C1C(=O)N2CCCSC2=C(C#N)C1c1cccs1 (stereo not drawn),3
COc1ccc(/C(C)=N/OC/C(O)=C(\C#N)c2nc3ccccc3[nH]2)cc1OC,3
O=C(Nc1ccccc1)c1cccc(NC(=O)c2ccco2)c1,-3
O=C(CCOc1ccccc1)N1CCN(S(=O)(=O)c2ccccc2F)CC1,8

# Remaining list, next part:
SMILES,hIAP activ,ATG4B inh,hIAP inh,mIAP inh,APOBEC3G inh,MPTP block,mIAP activ,A3A deaminase,beta cell repl
CCOC(=O)C(Cc1cc(C(C)=O)ccc1OC(C)C)C(=O)OCC,0.84,1,16,-6,-1,-0.2,1.1,4,-2
Cc1ccc(S(=O)(=O)NCCC(=O)Nc2ccc(C)c(Cl)c2)cc1C,1,-15,-1,-29,-2,48,1.3,-1,-2
O=C(COC(=O)C1=COCCO1)Nc1ccc(F)c(F)c1,1,4,-2,-1,-4,-0.2,1,0,-2
COc1cc(S(=O)(=O)NCc2ccncc2)c(OC)cc1Br,0.93,0,7,4,-3,-0.7,0.96,-1,-2
CS(=O)(=O)N(Cc1ccccc1)c1ccccc1C(=O)Nc1ccccc1C(=O)NCc1ccco1,0.99,-4,0,-2,2,-2.8,1,2,0
Cc1ccc(C(O)(COC(=O)C(C)C)COC(=O)C(C)C)c(O)c1,1,0,-3,2,-4,-0.4,0.98,1,-6
O=C(CNC(=O)N1CC(=O)Nc2ccccc21)NCc1ccccc1Cl,0.97,7,3,-6,-1,-0.3,1.1,0,-1
Cc1ccc(S(=O)(=O)Nc2ccccc2C(=O)Nc2nc(-c3ccc(F)cc3)cs2)cc1,0.94,47*,6,25,-7,70*,0.75,2,0
O=c1ccc2ccc(Oc3ccc(Cl)cc3[N+](=O)[O-])cc2o1,1.1,10,-5,5,-8,0.9,0.95,5,1
COc1cc(NC(=O)Cc2ccccc2)c(C(=O)O)cc1OC,1.1,-3,-5,-10,-7,-0.2,1.1,0,-2
COc1ccc(CN(C)Cc2nc(Cc3ccccc3Cl)no2)cc1OC,1.1,-5,-6,-5,-5,6.5,1,0,-3

# Assay outcomes (PubChem BioAssay)
